FBW7 activator: FBW7 E3 ligase activators, primary screen, biochemical, AlphaScreen, human | F-box/WD repeat-containing protein 7 (Homo sapiens), Q969H0 | AlphaScreen FBW7–phospho-cyclin E peptide binding, activator screen | normalized activity (activation), % at 26.1 µM | 650,000 compounds, 0.13% hits | AID 1259310, 2017; in the data active means normalized activity above about 1.9%;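 further: purified mutant Fbw7 with reduced substrate affinity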
GPR151 ag: activators of human GPR151, primary screen, cell-based, PathHunter beta-arrestin, luminescence | 650,000 compounds, 1% hits | activation, % at 11.2 µM | PathHunter beta-arrestin GPR151 cells | G-protein coupled receptor 151 (Homo sapiens), Q8TDV0; in the data active means activation above about 4.9%;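 further: 0% = median of compound wells and 100% = cells with positive control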
Target sequence (Q8TDV0 whole entry, looked up): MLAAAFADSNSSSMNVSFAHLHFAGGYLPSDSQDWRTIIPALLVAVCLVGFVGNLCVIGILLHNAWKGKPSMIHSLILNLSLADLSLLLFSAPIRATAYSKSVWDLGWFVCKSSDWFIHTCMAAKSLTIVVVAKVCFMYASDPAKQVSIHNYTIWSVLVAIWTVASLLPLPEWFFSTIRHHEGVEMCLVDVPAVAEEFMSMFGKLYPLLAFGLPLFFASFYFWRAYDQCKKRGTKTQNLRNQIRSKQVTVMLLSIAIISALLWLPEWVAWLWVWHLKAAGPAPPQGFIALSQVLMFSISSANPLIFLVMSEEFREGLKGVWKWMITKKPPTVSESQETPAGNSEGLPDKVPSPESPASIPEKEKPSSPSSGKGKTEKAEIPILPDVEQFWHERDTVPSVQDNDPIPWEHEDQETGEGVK
MITF inh: MITF inhibitors, primary screen, biochemical, AlphaScreen, human; 650,000 compounds, 0.91% hits; AID 1259374, 2018; AlphaScreen MITF homodimerization, bead proximity signal; inhibition, % at 2.6 µM; Microphthalmia-associated transcription factor (Homo sapiens), O75030; in the data active means inhibition above about 50%;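 further: 0% = vehicle wells with protein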
Target sequence (O75030 whole entry, looked up): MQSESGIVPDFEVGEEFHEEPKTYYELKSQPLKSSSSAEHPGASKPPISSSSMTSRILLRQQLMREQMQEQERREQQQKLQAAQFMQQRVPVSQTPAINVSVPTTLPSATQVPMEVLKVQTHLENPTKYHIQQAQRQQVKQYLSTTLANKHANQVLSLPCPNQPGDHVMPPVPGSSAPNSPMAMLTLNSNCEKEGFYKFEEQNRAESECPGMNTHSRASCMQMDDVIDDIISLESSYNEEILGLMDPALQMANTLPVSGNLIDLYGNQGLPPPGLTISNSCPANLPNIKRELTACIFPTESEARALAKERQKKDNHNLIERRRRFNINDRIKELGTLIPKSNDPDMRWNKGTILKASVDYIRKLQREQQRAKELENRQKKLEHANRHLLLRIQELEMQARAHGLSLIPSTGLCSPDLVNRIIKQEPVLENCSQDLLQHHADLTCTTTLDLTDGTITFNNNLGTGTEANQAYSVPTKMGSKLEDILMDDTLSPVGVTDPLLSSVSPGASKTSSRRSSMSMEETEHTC
TEAD-YAP block: TEAD-YAP interaction inhibition, primary screen, TEAD-YAP interaction inhibitor project, luminescence, HEK-TIYL cells. AID 1259422, 2018. inhibition, % at 9.12 µM. TEAD-Gal4/YAP UAS-luciferase luminescence. 640,000 compounds, 1.4% hits; in the data active means inhibition above about 32%;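 further: 0% = median of test compound wells and 100% = reference inhibitor wells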
An asterisk follows results filed as active.

Order of values – GPR151 ag, MITF inh, TEAD-YAP block, FBW7 activator
CN(C)c1ccc(-c2cnc3ccc(NCCc4cccnc4)nn23)cc1
    1.7, 11, 7, -0.7
O=c1oc(-c2cccnc2)nn1Cc1cccnc1
    -0.7, 3, -9, 0.1
Cc1ccccc1C1C(C#N)=C(N)N(c2ncn[nH]2)C2=C1C(=O)CCC2 (configuration not stated)
    -1.1, -7, -6, -0.1
COc1ccc(OCC(=O)N2CCN(S(=O)(=O)c3ccc(NC(C)=O)cc3)CC2)cc1
    2.3, -6, 3, 0.0
COc1ccc(Cn2c(O)c(N=O)c3cccc(C)c32)cc1OC
    0.8, 1, 1, 0.0
CSCCC(NC(=O)c1ccco1)C(=O)OCC(=O)Nc1ccc(C(C)=O)cc1 (configuration not stated)
    1.0, 0, 5, 0.1
COc1ccc(N2CCN(S(=O)(=O)c3cccc(Cl)c3)CC2)cc1
    -0.8, 15, -3, -0.2
Cc1cc(C)nc(SCCCCSc2nc(C)cc(C)n2)n1
    0.0, 2, -7, 0.0
COc1ccc(S(=O)(=O)N(C)CC(=O)Nc2ccc(C(N)=O)cc2)cc1
    -0.5, 6, 3, 0.1
CCOc1ccc(N2C(=O)C3C4C=CC(C5CC45)C3C2=O)cc1 (configuration not stated)
    -1.2, 0, -24, -0.1
COC(=O)c1ccc([C@@H]2C[C@H]3CN(Cc4cccc(Cl)c4)C(=O)[C@]34CCCN24)cc1
    -0.4, 6, -4, 0.3
CCc1c(C)nc2cc(-c3cc(OC)cc(OC)c3)nn2c1NCCOC
    3.0, -6, -24, -0.1
CCOC(=O)c1cccc(NC(=O)CSc2nccn3nc(-c4ccccc4OC)cc23)c1
    -1.0, 27, 7, 0.9
CC(C)CCNC(=O)Cc1cccs1
    -0.8, -5, -2, 0.7
O=C(NCc1ccco1)N1CCCN(Cc2nc3ccccc3[nH]2)CC1
    -1.2, 9, -4, 0.0
O=C(COC(=O)CCOc1ccccc1)NCc1ccco1
    -0.2, 10, 6, 0.0
O=C(Nc1ccc2oc(-c3ccccc3Br)nc2c1)c1cccnc1
    0.3, 17, -49, 0.3
CNc1cnn(C23CC4CC(CC(CC(=O)O)(C4)C2)C3)c(=O)c1Cl
    -1.7, 6, -1, 0.3
O=C(O)CCN1C(=O)/C(=C/c2cccc(O)c2)SC1=S
    1.5, -2, 2, -0.1
Cn1ncc(Br)c1C(=O)O
    1.8, -6, 7, 0.0
CCCCN1CC(O)=C(c2nc(-c3ccc(Br)cc3)cs2)C1=N
    0.2, 5, -4, 0.3
NC(=O)C1CCN(CC(=O)NC(c2ccccc2)c2ccccc2)CC1
    -1.7, 10, 6, 0.5
CCN(CCCNC(=O)c1nn(-c2ccccc2OC)c(=O)c2ccccc12)Cc1ccccc1
    -0.6, -5, -12, -0.2
Cc1nc2ccc(C(=O)NCC3CCC4(CCN(Cc5cccnc5)CC4)O3)cc2nc1C (configuration not stated)
    2.7, -1, -4, -0.1
Cc1ccc(S(=O)(=O)N(CC(O)CN(CC(C)C)CC(C)C)c2cccc3ccccc23)cc1 (configuration not stated)
    0.1, -19, -8, 0.0
CC(C)(C)c1ccc(C(=O)N2CCC3(CC2)CC3C(=O)NCCCc2ccncc2)cc1 (configuration not stated)
    1.9, -10, 8, -0.1
Cn1c(/C=C2\C(=O)Nc3ccccc32)nc2ccccc2c1=O
    1.3, 13, 3, 0.1
O=C(Cc1ccc(NC2=NC3CS(=O)(=O)CC3S2)cc1)NCc1ccccc1 (configuration not stated)
    1.5, 4, -17, -0.3
CCOc1ccc(NC(=O)NNC(=O)c2ccc(CC)s2)cc1
    1.5, 1, 3, -0.2
Cc1cc(N2CCN(C(=O)Cc3c[nH]c4ccccc34)CC2)nc(N2CCOCC2)n1
    1.2, -12, 13, 0.0

In the list so far, these have a thiophene ring, fused or not.
Order of values – GPR151 ag, MITF inh, TEAD-YAP block, FBW7 activator
CC(C)CCNC(=O)Cc1cccs1
    -0.8, -5, -2, 0.7
CCOc1ccc(NC(=O)NNC(=O)c2ccc(CC)s2)cc1
    1.5, 1, 3, -0.2

Remaining list, next part:
Order of values – GPR151 ag, MITF inh, TEAD-YAP block, FBW7 activator
COc1ccccc1CNC(=O)c1ccc(CNS(=O)(=O)c2ccc(F)cc2)cc1
    -2.2, -2, 2, -0.1
CCOC(=O)c1[nH]cnc1C(=O)Nc1ccc(Cl)cc1
    0.0, 2, 18, 0.1
COc1ccc(-c2csc(-c3cc4ccccc4oc3=O)n2)cc1
    0.2, 3, 0, 0.0
Cc1ccccc1-c1ocnc1C(=O)NC(C)c1ccncc1 (configuration not stated)
    -1.3, 7, -10, 0.0
CCCCOC(=O)Nc1nnc(SCC(=O)Nc2ccc(OCC)cc2)s1
    2.5, 3, 0, -0.1
COC(=O)c1cc(S(=O)(=O)Nc2cccc3c2CCCC3)cn1C
    1.9, 1, 10, 0.0
Nc1noc2c1C(Cc1ccccc1)C1=C2CCCC1=O (configuration not stated)
    -0.5, -26, 12, 0.0
CCCCc1nn2c(N)c(C=C3C=CC(=O)C=C3)c(=O)nc2s1
    0.0, 4, 14, 0.2
Cc1ccc(-n2nnc3c(=O)n(CC(=O)N4CC(C)OC(C)C4)cnc32)cc1Cl (configuration not stated)
    0.2, 11, 11, 1.0
COCCNc1nc2ccccc2n2nnnc12
    0.3, 0, 1, 0.6
CN(CCO)c1ccc(-c2nn(C)c(=O)c3ccccc23)cc1[N+](=O)[O-]
    0.2, 1, 4, -0.2
O=C1OC(c2cc([N+](=O)[O-])ccc2Cl)=N/C1=C\c1ccc(Cl)cc1
    -1.5, -10, 4, 0.0
O=C1C2C3c4ccccc4C(c4ccccc43)C2C(=O)N1Cc1ccc(F)cc1 (configuration not stated)
    0.3, 0, 9, -0.1
COc1ccc(NC(=O)Cn2nc(C)c3ccccc3c2=O)cc1
    0.6, -7, 2, -0.2
O=C(Cc1ccccc1)NCCSc1ccccn1
    0.1, 3, -13, 0.3
Cc1ccc(C(c2nnnn2CC2CCCO2)N2CCN(c3ccccc3F)CC2)cc1 (configuration not stated)
    0.2, 8, 0, 0.7
CC(C)c1ccc(OCC(=O)Nc2ccccc2C(N)=O)cc1
    -0.6, 19, -36, 1.8
CCOC(=O)c1cnc2c(OC)cccc2c1Nc1ccccc1OC
    -1.1, -3, 7, 0.0
CCCOc1ccccc1C1C(C(=O)OCC(C)C)=C(C)NC2=C1C(=O)CC(c1ccccc1)C2 (configuration not stated)
    -0.4, -9, 5, -0.2
CCOc1ccc(-c2csc(NC(=O)c3cccc(OC)c3OC)n2)cc1
    -1.0, 4, 2, 0.0
COc1ccc(S(=O)(=O)Nc2ccc(Cl)cc2C(=O)c2ccccc2)cc1
    0.5, -3, 7, 0.2
O=C(NCCN1CCOCC1)C(=O)NCc1ccco1
    -0.6, 17, 4, 0.1
CCCCC(=O)Nc1nc2ccc3sc(C)nc3c2s1
    -1.4, 11, -46, 1.1
CCOC(=O)c1c(NC(=O)c2ccco2)sc2c1CC(C)(C)NC2(C)C
    -0.9, 2, 0, 0.4
Clc1ccc(-n2ncc3c(N4CCCCCC4)ncnc32)cc1
    3.7, -6, 90*, -0.1
c1cncc(CNc2ncnc3nc(N4CCC(N5CCOCC5)CC4)[nH]c23)c1
    4.6, 8, 1, -0.1
O=C1N[C@H](Cc2ccccc2)C(=O)N2C[C@@H](NCc3ccccc3Cl)C[C@@H]12
    0.3, 9, 10, 0.1
OC(CNc1ccc(Br)cc1)COc1ccc(OCC(O)CNc2ccc(Br)cc2)cc1 (configuration not stated)
    0.3, -14, -4, 0.0
CCCCNC(=O)NS(=O)(=O)c1ccc(N)cc1
    -1.9, -6, -8, -0.2
Cn1c(=NC(=O)c2c(F)cccc2F)sc2c3ccccc3ccc21
    -1.8, 11, -6, 0.2

Single records (already shown). Order of values: GPR151 ag, MITF inh, TEAD-YAP block, FBW7 activator
Clc1ccc(-n2ncc3c(N4CCCCCC4)ncnc32)cc1 in the list: 3.7, -6, 90*, -0.1
COc1ccc(-c2csc(-c3cc4ccccc4oc3=O)n2)cc1 in the list: 0.2, 3, 0, 0.0
OC(CNc1ccc(Br)cc1)COc1ccc(OCC(O)CNc2ccc(Br)cc2)cc1 (configuration not stated) in the list: 0.3, -14, -4, 0.0
COc1ccc(S(=O)(=O)Nc2ccc(Cl)cc2C(=O)c2ccccc2)cc1 in the list: 0.5, -3, 7, 0.2

3 entries already listed, ordered by count of non-hydrogen atoms, smallest number first.
Order of values – GPR151 ag, MITF inh, TEAD-YAP block, FBW7 activator
COCCNc1nc2ccccc2n2nnnc12
    0.3, 0, 1, 0.6
CCOc1ccc(-c2csc(NC(=O)c3cccc(OC)c3OC)n2)cc1
    -1.0, 4, 2, 0.0
c1cncc(CNc2ncnc3nc(N4CCC(N5CCOCC5)CC4)[nH]c23)c1
    4.6, 8, 1, -0.1

(list continues)
Order of values – GPR151 ag, MITF inh, TEAD-YAP block, FBW7 activator
CC(C)C(C(=O)O)N1C(=O)/C(=C/c2cccnc2)SC1=S (configuration not stated)
    -1.4, -9, 5, 0.2
CC(=O)c1cccc(-c2cc(Nc3ccc(Oc4ccccc4)cc3)ncn2)c1
    -0.6, 1, -10, 0.0
O=C(CN1C(=O)COc2cc(S(=O)(=O)N3CCCC3)ccc21)NC1CCCCCCC1
    7.1*, 0, 7, 0.1
O=C(Nc1cc(F)cc(F)c1)c1cccs1
    -0.2, 0, -6, 0.1
COc1ccccc1-c1cnc2ccc(N[C@H](CO)C(C)C)nn12
    0.9, 4, 0, 0.4
CCn1c(=S)sc2c(=O)n(-c3ccccc3)c(SC)nc21
    -1.6, 4, 5, 0.0
CCOc1ccc(OCC(=O)Oc2ccc(OCC)cc2)cc1
    -0.8, -1, 7, 0.2
CCOc1cc(/C=C2\SC(=Nc3ccccc3)N(c3ccccc3)C2=O)cc(Cl)c1O
    0.8, 18, 23, 0.4
Cc1ccc(-c2nnc(N(C)C(=O)C3CC3)s2)cc1
    0.7, 0, -45, 0.1
CCSc1nc2c(c(=O)n1CC)SC(C)C2 (configuration not stated)
    -1.0, -16, -5, 0.3
CCNC(=O)Oc1cccnc1CN(C)c1ccc(OC)cc1
    -4.0, 12, -29, -0.8
COc1ccc(N2C(=O)c3cc(Cl)c(Cl)cc3C2=O)cc1
    1.1, 1, 5, -0.2
O=C1/C(=C/c2ccccc2)N=C(c2ccccc2)N1c1ccc(Br)cc1
    -0.4, 9, 1, 0.2
Cc1c(C(=O)Nc2ccc(Oc3ccccc3)cc2)sc2ncnc(N3CCc4ccccc4C3)c12
    -0.6, 3, 10, -0.2
Cc1ccc(NS(=O)(=O)c2ccccc2[N+](=O)[O-])cc1S(=O)(=O)N1CCOCC1
    0.3, 10, -2, 0.1
Cc1ccc2c(c1)cc(CN(Cc1ccco1)C(=O)NC1CCCCC1)c1nnnn12
    -1.1, -9, -1, -0.2
Cc1cc(C(=O)COC(=O)c2ccc3ncsc3c2)c(C)n1C
    -0.2, 4, -4, -0.2
COCCn1c(=NC(=O)C2CC2)sc2cc(C)ccc21
    1.6, -4, -10, 0.1
C=CCn1c(SCC(=O)Nc2ccc(C)c(F)c2)nnc1-c1cccnc1
    -1.0, 6, 8, -0.1
CCN1C(C(=O)c2ccccc2)=C(NC(=O)c2ccc(Cl)cc2)c2ccccc2S1(=O)=O
    -1.4, 0, 8, 0.0
NC(=O)NC(Cc1ccccc1)C(=O)NCC1(N2CCCCC2)CCCCC1 (configuration not stated)
    3.2, 11, 9, 0.2
CC1CN(CCOc2ccccc2C(C)C)CC(C)O1 (configuration not stated)
    0.8, 43, 1, 0.1
Cc1ccc(NC(=O)COc2ccc(C)c(C)c2)c(N)c1
    0.1, -2, -8, 0.0
CN(CC(=O)Nc1ccc(F)cc1)C(=O)CN1C(=O)NC2(CCCCC2)C1=O
    -0.3, -8, -1, 0.0
CCOc1ccc(C2=C/C(=C/c3cccc(OC)c3OC)C(=O)O2)cc1
    -1.8, 9, 6, 0.0
CC(=O)N1CCC(N(CCCOC(C)C)C(=S)Nc2ccc(C)cc2)CC1
    3.3, 0, -4, 0.0
CS(=O)(=O)Nc1ccc(C(=O)Nc2ccc(S(=O)(=O)N3CCCCC3)cc2)cc1
    0.4, -6, -3, 0.0
Cc1cc(OCCOc2cccc(/C=C3\C(=N)N4N=C(CC(C)C)SC4=NC3=O)c2)ccc1Cl
    0.1, 2, -88, 0.1
COc1cc(/C=C2/NC(=O)N(c3ccccc3)C2=O)cc(OC)c1O
    -1.5, -14, -4, 0.0
Cc1ccccc1NC(=O)/C(C#N)=c1/c2cccc3cccc(c32)n1C
    0.2, 22, 3, -0.2
CCOc1ccc(CNC(=O)C2CC3CCCN3C23C(=O)N(C)c2ccccc23)cc1 (configuration not stated)
    2.1, 6, 5, 0.1
CC1CCN(c2nc3ccccn3c(=O)c2/C=N/NC(N)=S)CC1
    -0.1, 12, -3, -0.8
O=C(c1cn(C[C@H]2CCCN(C(=O)c3cc(-c4ccco4)on3)C2)nn1)N1CCOCC1
    -0.9, -3, 7, 0.5
COc1cc(N2CCOCC2)ccc1/C=C1\C(=O)NC(=O)N(Cc2ccccc2)C1=O
    -0.4, 8, 4, -0.6
CN(C)c1ccc(NC(=O)C(=O)NCCCn2ccnc2)cc1
    0.0, 0, 2, 0.1
Cc1cnccc1CN(C)C(=O)Cn1nnnc1CN1C[C@@H](C)O[C@@H](C)C1
    0.6, 6, -3, 0.1
O=C1NC(c2ccc(OCc3ccccc3)cc2)Nc2sc3c(c21)CCCC3 (configuration not stated)
    -3.5, 8, -20, 0.6

High-throughput results as filed in PubChem.
